Pin1 inh = qHTS Assay to Find Inhibitors of Pin1; 390,000 compounds, 0.009% hits; Pin1 FP peptide displacement, HiFluor488, 10 min; Peptidyl-prolyl cis-trans isomerase NIMA-interacting 1 (Homo sapiens), Q13526; Potency, µM (highest dose often 115 µM), for inactives: at the highest dose activity, negative = inhibition, actives largely listed as inhibitors; active means well fitted inhibition curve with a large enough effect in the polarisation, with a control signal flat, not every such curve was filed as active; inconclusive means small, poorly fitted or top-dose-only effect, or effect the other way, or a change in a side signal; inactive means no such curve, though single readings can be large or run the other way; the % refers to the polarisation; further: potency means the concentration at half of the fitted maximal effect; on the % scale 0 is the no-effect control and ±100 the full control effect
PI4K2A block = qHTS for small molecular inhibitors of PI4K2A. Phosphatidylinositol 4-kinase type 2-alpha (Homo sapiens), Q9BTU6. purified PI4K2A, ADP-Glo luminescence, 1 h; stronger effect = lower value. activity change, negative = inhibition, % at 76.9 µM. 420,000 compounds, 0.13% hits; in the data active means activity change below about -50%; inconclusive means mostly about -30% to -49%;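 further: -100% = wells without enzyme as full effect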
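Compounds are screened against recombinant PI4K2A using PI as substrate and ATP, the latter dispensed at 300 microM. Reactions run one hour at ambient temperature before ADP-Glo detection; full inhibition defined by wells lacking enzyme.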
ERG Ets-DNA blk = qHTS for Small Molecule Inhibitors of the ERG Ets/DNA interaction | Transcriptional regulator ERG (Homo sapiens), P11308 | fluorescence polarization, His-ERG Ets domain / labelled DNA | Potency, µM (titrated, usually from 76.9 µM), for inactives: at the highest dose FP activity, negative = inhibition, actives largely listed as inhibitors | 370,000 compounds, 0.028% hits; active means well fitted inhibition curve with a large enough effect in the polarisation, with a control signal flat; inconclusive means small, poorly fitted or top-dose-only effect, or effect the other way, or a change in a side signal; inactive means no such curve, though single readings can be large or run the other way; the % refers to the polarisation;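 further: polarization taken with two DNA probes labelled with fluorescein and Texas red; potency means the concentration at half of the fitted maximal effect; % of control where 0% means no effect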
Target sequence (P11308 whole entry, looked up, the tested form may be a part): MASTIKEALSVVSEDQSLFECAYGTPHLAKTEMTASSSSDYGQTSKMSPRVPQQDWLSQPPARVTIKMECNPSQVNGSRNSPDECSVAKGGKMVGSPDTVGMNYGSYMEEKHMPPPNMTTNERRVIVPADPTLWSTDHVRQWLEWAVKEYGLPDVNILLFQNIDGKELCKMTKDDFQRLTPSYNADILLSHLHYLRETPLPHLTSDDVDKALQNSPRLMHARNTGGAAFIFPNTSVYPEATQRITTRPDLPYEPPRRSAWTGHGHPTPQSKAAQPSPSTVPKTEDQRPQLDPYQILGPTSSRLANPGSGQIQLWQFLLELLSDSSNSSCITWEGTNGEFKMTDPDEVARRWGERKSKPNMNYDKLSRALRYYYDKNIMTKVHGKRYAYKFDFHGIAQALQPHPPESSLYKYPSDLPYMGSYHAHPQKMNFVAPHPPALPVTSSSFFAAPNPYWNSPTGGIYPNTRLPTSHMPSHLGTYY
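His-tagged ERG Ets domain (1 uM in the protein solution; 300mM KCl, 50mM Tris-HCl, 1mM EDTA, 1mM DTT, pH 7.5) received compound, then a probe mix of 5 nM fluorescein-DNA and 100nM Texas-615-DNA. Fluorescence polarization was read for both dyes.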
JMJD2A Tudor = qHTS Assay for Inhibitors of JMJD2A-Tudor Domain. AlphaScreen JMJD2A-Tudor / H3K4me3 peptide binding. AID 504339, 2011. 390,000 compounds, 4.4% hits. Lysine-specific demethylase 4A (Homo sapiens), O75164. Potency, µM (series often up to 114 µM), for the others: at the top dose activity change, negative = inhibition, usual class: inhibitors; further: potency means the concentration at half of the fitted maximal effect; on the % scale 0 is the no-effect control and ±100 the full control effect; nearly all actives have a fitted effect of over 50% in size
G9a block = qHTS Assay for Inhibitors of Histone Lysine Methyltransferase G9a | G9a H3K9 monomethylation, AlphaScreen, 2 h | Potency, µM (top dose mostly 102 µM), inactives show top-dose activity, negative = inhibition, actives largely listed as inhibitors | 350,000 compounds, 8.8% hits | AID 504332, 2011; further: potency means the concentration at half of the fitted maximal effect; on the % scale 0 is the no-effect control and ±100 the full control effect; nearly all actives have a fitted effect of over 75% in size
Target sequence (Q96KQ7 913-1193 limits assumed): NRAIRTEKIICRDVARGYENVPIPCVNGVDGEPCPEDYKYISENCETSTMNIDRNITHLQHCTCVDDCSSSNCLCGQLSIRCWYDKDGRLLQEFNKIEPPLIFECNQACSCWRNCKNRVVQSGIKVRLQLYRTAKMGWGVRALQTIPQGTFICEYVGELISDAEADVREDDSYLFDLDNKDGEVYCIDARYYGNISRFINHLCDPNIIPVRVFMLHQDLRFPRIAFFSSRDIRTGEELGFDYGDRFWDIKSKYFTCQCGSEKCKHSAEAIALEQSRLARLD
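Readings reflect AlphaScreen signal from monomethyl-H3K9 antibody detection. HMT at 20 nM; substrate b-H3K9 500 nM; cofactor SAM 20 uM; 2 h RT reaction; compounds tested as titrations in qHTS with 15 min preincubation.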
Tb PGK inh = qHTS Assay to Find Inhibitors of Phosphoglycerate Kinase; Phosphoglycerate kinase, glycosomal (Trypanosoma brucei brucei), P07378; PGK/GAPDH coupled, Kinase-Glo luminescence, 60 min; Potency, µM (highest dose often 57.5 µM), inactives show top-dose activity change, negative = inhibition, hits mostly inhibitors; 380,000 compounds, 0.043% hits; AID 602233, 2012; further: potency means the concentration at half of the fitted maximal effect; on the % scale 0 is the no-effect control and ±100 the full control effect; nearly all actives have a fitted effect of over 60% in size
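Recombinant glycosomal PGK reaction used 1,3-bisphosphoglycerate generated in-well by GAPDH (100nM final) in 100mM TEA pH 7.6, 5mM MgCl2, 0.01% Tween-20. After 60 minutes at room temperature, ATP was read by Kinase-Glo Plus luminescence end-point.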
HP1b chromo inh = HTS for Inhibitors of HP1-beta Chromodomain Interactions with Methylated Histone Tails. Chromobox protein homolog 1 (Homo sapiens), P83916. AlphaScreen HP1-beta / biotin-H3K9me3 peptide binding. Potency, µM (top dose mostly 114 µM), for the others: top-dose activity change, negative = inhibition, actives largely listed as inhibitors. 390,000 compounds, 0.56% hits. AID 540317, 2011; further: potency means the concentration at half of the fitted maximal effect; nearly all actives have a fitted effect of over 70% in size; inactives centre near 23
Target sequence (P83916 whole entry, looked up): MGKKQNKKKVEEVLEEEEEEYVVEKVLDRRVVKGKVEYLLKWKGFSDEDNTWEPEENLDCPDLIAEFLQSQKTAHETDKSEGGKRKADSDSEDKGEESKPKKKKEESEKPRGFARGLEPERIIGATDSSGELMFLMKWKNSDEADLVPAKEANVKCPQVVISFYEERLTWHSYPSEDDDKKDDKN
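Compound inhibition of the preformed complex between 50 nM HP1-beta and 50 nM biotinylated H3K9me3 peptide was read by AlphaScreen. Buffer was PBS pH 7.4 with 0.01% Tween-20. Incubations ran 30 min at room temperature, with 10 ug/mL donor/acceptor beads.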
GLS inh = qHTS for Inhibitors of Glutaminase (GLS). GLS enzymatic activity, qHTS titration. Glutaminase kidney isoform, mitochondrial (Homo sapiens), O94925. Potency, µM (top dose mostly 45.5 µM), for the others: at the highest dose activity change, negative = inhibition, hits mostly inhibitors. 410,000 compounds, 0.21% hits; further: potency means the concentration at half of the fitted maximal effect; on the % scale 0 is the no-effect control and ±100 the full control effect
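Two-point fluorescence kinetic (t0, 30 min RT) for hKGA; glutamate detected via glutamate oxidase–HRP–Amplex Red. Substrate: 1 mM L-glutamine solution; buffer 45 mM KH2PO4, pH 8.2.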
BAZ2B inh = qHTS Assay for Inhibitors of BAZ2B | AlphaScreen BAZ2B-H3K14Ac peptide displacement | AID 504333, 2011 | 360,000 compounds, 4.4% hits | Bromodomain adjacent to zinc finger domain protein 2B (Homo sapiens), Q9UIF8 | Potency, µM (series often up to 114 µM), inactives show top-dose activity change, negative = inhibition, usual class: inhibitors; further: potency means the concentration at half of the fitted maximal effect; on the % scale 0 is the no-effect control and ±100 the full control effect; nearly all actives have a fitted effect of over 60% in size
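BAZ2B 50 nM plus b-H3(5-23)K14Ac 50 nM, PBS pH 7.4/0.01% Tween-20, 30 min RT; compound added (max 110 uM), 30 min RT; streptavidin donor/Ni-chelate acceptor beads 10 ug/mL final, 20 min dark; AlphaScreen read.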
Starred values were filed as active, the others as inactive; i = inactive; ? = inconclusive; . = not tested or not shown; [ ] = remark or other dose. Unless noted, the call rests on the fitted dose curve; in most records, active means well fitted curve in the direction sought with a large enough effect; inconclusive means small, poorly fitted or top-dose-only effect, or another doubt; inactive means no such curve, though single readings can be large; an effect the other way counts as inactive or inconclusive. This is a random part of the collection (roughly 11% active in at least one column).

SMILES | Pin1 inh | PI4K2A block | ERG Ets-DNA blk | JMJD2A Tudor | G9a block | Tb PGK inh | HP1b chromo inh | GLS inh | BAZ2B inh
COc1ccc(C(=O)NCC(c2ccco2)N2CCc3ccccc32)cc1OC (stereo unspecified) | 9% | -4 | 11% | ? | -3%[0.501 µM] | 0% | ? | 11% | ?
O=C(Cn1nc(C(=O)O)c2ccccc2c1=O)Nc1ccc(Br)cc1 | -1% | 4 | 8% | -5% | 1% | -8% | 7% | -14% | 7%
OCCC1CN(Cc2cccc3nonc23)CCN1C1CCCCC1 (stereo unspecified) | 3% | -1 | -7% | -7% | 0% | -3% | 27% | 1% | 1%
Cc1ccc(C)c(N2C(=O)N(Cc3cc(=O)n4ccccc4n3)c3ccccc3S2(=O)=O)c1 | 1% | -2 | -2% | -5% | 0%[59 µM] | 0% | 19% | 19% | -7%
O=C(Nc1ccc(Cl)cc1)Nc1nc(-c2sccc2Br)cs1 | 0% | -5 | 13% | -6% | 33%[12.7 µM] | -5% | 43%[activator] | 1% | -1%
CC(=O)c1cccc(NC(=O)CSc2nc3c(=O)n(C)c(=O)n(C)c3n2C)c1 | -10% | 0 | 3% | 10% | 0%[59 µM] | -1% | 40%[activator] | 3% | -2%
CCOc1ccc(Nc2sc(C(=O)c3ccc4c(c3)OCO4)c(N)c2S(=O)(=O)c2ccc(C)cc2)cc1 | 19% | -4 | 8% | -27% | 4%[59 µM] | -5% | 16%[57 µM] | 5% | -21%
CC(C)(C)c1ccc(C(=O)C2CCCN(C(=O)CN3CCCC3=O)C2)cc1 (stereo unspecified) | -7% | -2 | 12% | -30% | -36% | -9% | 14% | -1% | 1%
Cc1cccc2cc(CN(Cc3cccs3)S(=O)(=O)c3ccc4c(c3)OCCO4)c(=O)[nH]c12 | 10% | 0 | -1% | -12% | 18%[59 µM] | -3% | 3% | 8% | -5%
COc1cc2cc3c(N)c(C(=O)Nc4sc(C)c(C)c4C#N)sc3nc2cc1OC | ? | -50* | -2% | 79µM* | -39%[59 µM] | . | ? | -1% | 56µM*
Cc1ccc2nc(N(Cc3cccnc3)C(=O)COc3ccccc3)sc2c1 | 22% | 0 | 8% | -12% | 6%[59 µM] | 5% | 27% | 4% | -4%
CCNC(=O)CN(c1ccccc1)S(=O)(=O)c1ccc(Cl)cc1 | -11% | -2 | -4% | -9% | -2%[59 µM] | 5% | 17% | 7% | 4%
COc1ccc(NC(=O)Cc2csc(C)n2)cc1 | -9% | 1 | -4% | -1% | 7%[59 µM] | -3% | 39%[activator] | 3% | 1%
Cc1ccc(S(=O)(=O)/N=C2\C=C(Nc3cccc(C(=O)O)c3)C(=O)c3ccccc32)cc1 | -16% | -26 | 12% | 45µM* | 10µM* | -22% | ? | -3% | 13µM*
COc1ccc(S(=O)(=O)N2CCN(CC(=O)NC(Cc3ccccc3)C(C)=O)CC2)cc1 (stereo unspecified) | -1% | 2 | -25% | -5% | . | -9% | 42%[activator] | -5% | .
CCCOc1ccc(CNC(=O)C2CCN(C(=O)c3sccc3-n3cccc3)CC2)cc1 | -2% | -1 | 2% | -35% | ? | . | -17% | -3% | -36%
Cc1cc(C)c(S(=O)(=O)Nc2cccc3nsnc23)c(C)c1 | 6% | -5 | 9% | 18% | 3.2µM* | 3% | 72%[activator] | 18% | 19%
CCOc1ccc(-c2nnc3ccc(SC(C)C)nn23)cc1 | 2% | 7 | 0% | -2% | -1% | -8% | 70%[activator] | -9% | 6%
CCSc1nnc(-c2ccncc2)o1 | -1% | -3 | -8% | -22% | 33%[activator] | -4% | 15% | 5% | -24%
CN(CC(=O)Nc1cccc(F)c1)CC(=O)Nc1cc(S(=O)(=O)N2CCOCC2)ccc1Cl | 5% | 9 | 3% | -15% | 29%[2.33 µM] | i | 36% | 0% | -10%
CCOc1ccc(-c2nc(N)ncc2Oc2ccccc2Br)c(O)c1 | 9% | -5 | 12% | -26% | -12% | -1% | 10% | 1% | ?
CC1CCN(S(=O)(=O)c2ccc3c(ccn3CCC(=O)N3CCCCC3)c2)CC1 | ? | 2 | -4% | -16% | 24% | -4% | 15% | 8% | -17%
COc1ccc(N(C(=O)COc2cccc(C)c2)S(=O)(=O)c2ccc(C)cc2)cc1 | 24% | 27 | -10% | 3% | -2%[59 µM] | -5% | 33%[activator] | -19% | 8%
COC(=O)c1ccccc1NC(=O)Cn1c(SC)c(F)cnc1=O | -2% | 5 | -4% | -4% | 0.56µM* | 7% | 38% | 4% | -1%
O=C(NCc1ccco1)/C(=C\c1cccs1)NC(=O)c1ccccc1 | 2% | 10 | -4% | 4% | 3% | -3% | 19% | -1% | -9%
Cc1cccc(C(=O)NCCc2sc(-c3ccccc3)nc2C)c1 | -2% | -10 | 4% | -10% | 15%[59 µM] | 0% | 13%[57 µM] | 8% | 5%
O=C(NNC(=O)c1cccnc1SCc1cccc([N+](=O)[O-])c1)c1ccccn1 | 1% | -6 | -9% | -31% | -6% | -6% | 24% | 32% | 0%
O=C(COC(=O)c1ccccc1NS(=O)(=O)c1ccc(Cl)cc1)NCc1ccccc1 | -1% | 0 | -4% | 1%[57.1 µM] | 13%[59 µM] | 4% | 41%[activator] | 3% | -2%
Cc1nc2c3ccccc3n(CC#N)c(=O)n2n1 | -3% | -2 | -6% | 2% | 17% | 0% | 15% | -1% | -5%
CCC(=O)NNc1cc(=O)c2c(=O)n(C)c(=O)n(C)c2[nH]1 | -4% | 4 | 6% | -10% | ? | -3% | 30% | 8% | -18%[57.1 µM]
COc1cc(CNc2ccc(O)cc2)cc(Br)c1OCc1ccccc1F | . | -51* | -28% | ? | 11µM* | -5% | ? | 26% | ?
O=C(CN1CCN(Cc2ccccc2Cl)C1=O)NCc1ccco1 | -4% | 2 | -6% | -18% | 8%[59 µM] | 4% | 45%[activator] | -9% | -7%
Cc1nnc(SCC(=O)N/N=C/c2cn(-c3ccccc3)nc2-c2ccccc2)n1-c1ccccc1 | 4% | -2 | -3% | -18%[11.4 µM] | 30%[0.501 µM] | 4% | -8% | -15% | -37%[57.1 µM]
CC(C)(C)c1ccc(C(=O)NCC(=O)OCc2cc(=O)n3nc(C4CC4)sc3n2)cc1 | 2% | 1 | 7% | -30% | 30%[59 µM] | 3% | 16% | 5% | -6%
Cc1cc(C(=O)CSCCCn2c(=O)[nH]c3ccccc32)c(C)n1C | 0% | -7 | -7% | 50µM* | 10%[12.7 µM] | 6% | -15% | -8% | ?
COc1ccc(C2CC(=O)N(Cc3cccc(C)c3)c3c2c(C)nn3-c2nc(C)cc(C)n2)c(OC)c1 (stereo unspecified) | 1% | -3 | 2% | -13% | -26%[59 µM] | i | 39%[activator] | 4% | -36%
COC(=O)c1ccc(-c2c(-c3ccccc3)ncc3cc(OC)c(OC)cc23)cc1 | -11% | -3 | 8% | -28% | -33%[0.501 µM] | 2% | 34% | 0% | 56µM*
O=C(Nc1ccccc1)[C@@H]1CC=C[C@@H]2CCN(Cc3ccccc3)C(=O)[C@@H]21 | 74%[activator] | -4 | 1% | -13% | . | -7% | 17% | -1% | .
O=C(c1cc(N2CCOCC2)c(F)cc1[N+](=O)[O-])N1CCOCC1 | 0% | 1 | -3% | -14% | 10% | 1% | 13% | -1% | -7%
Cc1ccc(C2CCN(C(=O)c3cnn(-c4cccc(Cl)c4)c3C3CCN(C(=O)OC(C)(C)C)CC3)C2)cc1 (stereo unspecified) | ? | 2 | -6% | -29% | ? | -2% | 13% | -3% | -12%[57.1 µM]
C/C=C(\C)CN1CCCC(CO)(Cc2ccccc2)C1 (stereo unspecified) | -3% | -8 | 5% | -11% | 4% | 1% | 31% | 14% | 1%
Cc1ccc2nc(SCC(=O)Nc3ccc(F)cc3F)[nH]c2c1 | 6% | 1 | -2% | -19% | ? | 4% | 38% | 3% | 2%
CN(CC(=O)Nc1ccc(Cl)cc1)C(=O)CNC(=O)Cc1cccc2ccccc12 | -1% | 1 | 9% | -7% | 0%[12.7 µM] | -1% | 34% | 1% | ?
CCOC(=O)C1(C(=O)OCC)NC(=O)CC1CC(C)C (stereo unspecified) | -5% | -1 | -7% | -2% | . | 8% | 24% | -7% | .
CCCC(=O)NCCc1nc2ccccc2n1C | 1% | 7 | -1% | 1% | 1%[12.7 µM] | -2% | 21% | -7% | 0%
NC(=O)c1ccc(N=Cc2ccc([N+](=O)[O-])s2)cc1 | ? | -6 | 4% | -24% | ? | -2% | -24% | 5% | -6%
O=[N+]([O-])c1ncn(Cc2c(Cl)cccc2Cl)n1 | 0% | 5 | -2% | 3% | ? | -1% | 44%[activator] | -4% | -27%
CCCCCCc1nc2c(=O)[nH]c3ccccc3c2o1 | -4% | 0 | -7% | -5% | 1%[12.7 µM] | -5% | 20% | -1% | -2%
